Screens (PubChem BioAssay)
CCHF vOTU inh = CCHFV vOTU protease inhibitors, primary screen, biochemical, Pep-AMC substrate, fluorescence | Crimean-Congo hemorrhagic fever virus L polyprotein viral ovarian tumor (vOTU) protease … | inhibition, % at 11.5 µM | hit rate 0.55% among 370,000; in the data active = inhibition above about 30%; note: 0% = vehicle wells with enzyme and 100% = no enzyme wells
Active calls of the source: *. An excerpt; rates above refer to the full screens.

Start of the listing, in advance:
SMILES	CCHF vOTU inh
Cc1ccc2nc(-c3ccc(NC(=O)CSc4nnc(-c5cc(C)[nH]n5)n4N)cc3)sc2c1	-97.8
Nn1c(SCC(=O)Nc2ccccc2-c2ccccc2)nnc1-c1cc(-c2ccc(Cl)cc2)n[nH]1	0.5
O=C(NCCc1ccccc1)OCc1cn(Cc2cc(F)cc(F)c2)nn1	0.4
CCOC(=O)c1ccc(C#Cc2ccc3c(c2)C(C)(C)CCS3)nc1	-60.9

The list itself, from the first entry:
SMILES	CCHF vOTU inh
Cc1ccc2nc(-c3ccc(NC(=O)CSc4nnc(-c5cc(C)[nH]n5)n4N)cc3)sc2c1	-97.8
Nn1c(SCC(=O)Nc2ccccc2-c2ccccc2)nnc1-c1cc(-c2ccc(Cl)cc2)n[nH]1	0.5
O=C(NCCc1ccccc1)OCc1cn(Cc2cc(F)cc(F)c2)nn1	0.4
CCOC(=O)c1ccc(C#Cc2ccc3c(c2)C(C)(C)CCS3)nc1	-60.9
CN[C@H]1C[C@H]2c3cc(N4CCOCC4)ccc3CCN2C[C@H]1[C@H](C)O	2.0
CC(=O)c1cc(-c2cccc(CO)c2)c(=O)n2c1CCC2	-6.0
CCCCCCCCN1C(=O)[C@@H](CC(=O)N2CCN(C(=O)OCC)CC2)C[C@@]2(C(=O)OC)C1=C[C@H](C(C)C)O[C@@H]2C1CC1	33.3*
[C-]#[N+][C@]12C(=O)[C@H](C=C(Cl)[C@@]1(C)C=C)C(C)(C)[C@H]1C(=O)N(C)c3cccc2c31	6.7
COc1ccc(C(CCOC(=O)Oc2ccccc2)c2cc(OC)c(OC)c(OC)c2)cc1 (stereo unspecified)	7.3
Cc1ccc(C=NNC(=O)CSc2nc3sc4c(c3c(=O)n2-c2ccccc2)CCCC4)s1	-1.4
O=C(OC12CCCN(C1)/C(=C/c1ccccc1)C2)c1ccco1 (stereo unspecified)	10.4
C=CCN(C(=O)[C@@H](C1CC1)[C@@H](O)c1ccc2ccccc2c1)c1ccccc1	14.6
COCCCN1C(=O)[C@H](CC(=O)N2CCN(C(=O)C3CC3)CC2)[C@]2(C(=O)OC)CCCCC=C12	-5.6
C=CCN1C(=O)[C@@H](CC(=O)NCc2cccc(C(F)(F)F)c2)[C@]2(C(=O)OC)CCCCC=C12	9.6
O=C(CC1CCCC1)N1CC[C@H]2[C@H](CCCN2Cc2cc(F)cc(F)c2)C1	4.5
CCOC(=O)[C@@]12CCCC=C1N(CCc1ccc(Cl)cc1)C(=O)[C@H]2CC(=O)NCc1cccs1	3.7
CCc1cccc2c(C(C)c3ccccc3O)c[nH]c12 (stereo unspecified)	2.7
C[C@@H]1[C@@H](O)C[C@@]2(CC(=O)c3ccccc3O2)O[C@H]1c1ccccc1	-4.7
Cc1ccccc1-c1nnc2n1N=C(c1ccc(O)c(O)c1)CS2	3.2
COCc1cn(-c2ccc3c(c2)[C@@]2(CC(=O)N(C)C2c2ccccc2)C(=O)N3CC(C)C)nn1 (stereo partly specified)	-0.4
Cc1cc(C(=O)NN=C/C=C/c2ccco2)n[nH]1	12.9
CC(NCc1ccco1)C(=O)N1CCN(c2cccc(C(F)(F)F)c2)CC1 (stereo unspecified)	-2.4
C#CCNC(=O)C[C@H]1C[C@@]2(C(=O)OCC)CCCC3=C2N(CCC3)C1=O	-4.0
CCC(C)N(C(=O)CSc1nnc(-c2cc(OC)c(OC)c(OC)c2)o1)C(C)CC (stereo unspecified)	11.2
CCc1ccc(CNCC(=O)N2CCC3(CC2)OCCO3)s1	8.4
CCN(CC)CCCNC(=O)CSc1nc2cccnc2n1C	-3.1
COC(=O)[C@H]1C[C@@]2(N3CCCC3)c3ccccc3N[C@H]2N1S(=O)(=O)c1ccc([N+](=O)[O-])cc1	-0.5
CCOc1ccccc1NC(=O)c1cc2c(C)nn(-c3ccccc3)c2s1	-3.6
CCn1c(Cc2cccs2)nnc1SCC(=O)Nc1ccc2c(c1)OCCO2	-3.6
O=C(Nc1ccc(F)cc1)OCc1cn(Cc2c(F)cccc2F)nn1	-1.9
Cc1cccc(-c2cccc3c4c([nH]c23)[C@@H]2C[C@H](N(C)C(=O)Nc3ccccc3C)[C@H]([C@H](C)O)C(=O)N2CC4)c1	1.3
CC(=O)N1CCc2cc(S(=O)(=O)NC3CCN(C(=O)CCl)CC3)ccc21	-7.1
CCN(CC)C(=O)c1ccc2c(c1)NC(=O)C(C)(C)O2	-8.3
O=C(CN1C(=O)[C@@H](Cc2c[nH]c3ccccc23)N=C(c2ccccc2)c2ccccc21)NC1CCCCC1	3.7
CC1=C2NC(N)=[N+](Cc3ccc4c(c3)OCO4)CC2n2c(=O)n(-c3ccccc3)c(=O)n2C1 (stereo unspecified)	-7.7
Cc1ccc(OCc2nnc(SCC(=O)c3ccc4ccccc4c3)n2-c2ccc(Cl)cc2)cc1	4.5
COC(=O)[C@H](CC(C)C)N(CCc1cn(Cc2ccc(C)cc2)nn1)S(=O)(=O)c1ccccc1Br	9.5
O=C(c1cc(F)ccc1F)N(Cc1ccccn1)CC1CCCO1 (stereo unspecified)	-7.2
N#Cc1ccc(Cn2ccc3ccc(-c4ccc5ccn(C(=O)C6CCCCC6)c5c4)cc32)cc1	10.8
Cc1ccc(-c2nnc(SCC(=O)Nc3ccc4c(c3)OCCO4)n2-c2ccc(C)cc2)cc1	4.0
O=S1(=O)CC2c3ccc(F)cc3CN2CN1Cc1ccccc1 (stereo unspecified)	-3.4
C/C=C/c1ccc([C@H]2[C@@H](CN(CC(C)C)S(=O)(=O)c3ccccc3[N+](=O)[O-])N(C(=O)Nc3cccc(OC)c3)[C@H]2CO)cc1	10.5
CC(c1c[nH]c2ccccc12)c1cn(C)c2ccccc12 (stereo unspecified)	0.8
COc1ccc(/C=C2\CC3(OC(=O)c4ccccc4)CCCN2C3)cc1 (stereo unspecified)	11.2
N#CCC[C@H]1CC[C@]2(CCCN(Cc3ccc(Br)cc3)C2)O1	1.4
Nc1ccc2cc3ccc(N)cc3nc2c1	52.9*
Cc1ccc(C(=O)N(Cc2ccccn2)CC2CCCO2)cc1 (stereo unspecified)	-6.2
O=C(NCc1ccco1)C1CCCN(S(=O)(=O)c2cccs2)C1 (stereo unspecified)	8.9
O=C(NCc1c(F)cccc1F)C1CCCN(c2ncccn2)C1 (stereo unspecified)	10.2
C[C@@H]1CCN(C2CC2)S(=O)(=O)c2c(cccc2N2CCC[C@@H]2C)O1	-1.1
COC(=O)[C@]1(C#N)CC(=O)N(CC2CCCCC2)[C@@H]1c1ccccc1	14.9
COC(=O)C1CN(Cc2ccc(OC)cc2)CCS(=O)(=O)N1Cc1cn(Cc2ccccc2)nn1 (stereo unspecified)	-8.1
C=CC[C@H]1c2ccccc2[C@H]2N3N=Cc4ccccc4[C@H]3[C@H](CCc3ccccc3)C(=O)N2N1C(=O)c1ccccc1	10.1
O=C(CSc1nc2ccccc2o1)NN=C/C=C/c1ccccc1	14.2
COCCSc1ncccc1-c1nc2ccccc2[nH]1	-7.7
O=C(COCc1ccccc1)NC1CCCCN(Cc2cccc(Cl)c2)C1=O (stereo unspecified)	-4.7
CCC(C)N(C(C)CC)S(=O)(=O)c1ccc2[nH]c(=O)oc2c1 (stereo unspecified)	13.6
CCCCNC(=O)C[C@H]1C[C@@]2(C(=O)OC)C(=C[C@H](C(C)(C)C)O[C@@H]2C)N(Cc2ccc(Cl)cc2Cl)C1=O	26.2
Cc1ccc(NC(=O)C2CCN(c3nnc(-n4cccc4)s3)CC2)cc1C	5.1
COC(=O)[C@]12C[C@H](CC(=O)NCc3ccc(C)o3)C(=O)N(CCc3ccc(OC)c(OC)c3)C1=C[C@H](C1CCCC1)O[C@@H]2C	5.9

(listing goes on)
SMILES	CCHF vOTU inh
COC[C@H]1O[C@]2(c3ccccc3)CO[C@H]1[C@@H](/C=C/c1ccccc1)C2	18.1
O=C(N[C@@H](Cc1ccccc1)C(=O)N1CCC2CCN(S(=O)(=O)c3ccccc3)CC21)[C@@H]1CCCN1 (stereo partly specified)	1.8
C=CCn1c(SCc2ccc(C#N)cc2)nnc1-c1ccco1	-2.4
COC[C@H]1CCCN1c1cccc2c1S(=O)(=O)N1CC[C@@H](C1)O2	-4.8
O=C(NC1CCCCN(Cc2ccc(Cl)cc2)C1=O)c1ccc(Br)cc1 (stereo unspecified)	8.3
CCOC(=O)[C@@]12CCCC3=C1N(CCC3)C(=O)[C@H]2CC(=O)N1CCOCC1	-1.4
Cc1ccsc1C=Nn1c(-c2n[nH]c3c2CCC3)n[nH]c1=S	11.5
CCN(C(=O)c1cccc2c1-c1ccccc1C2=O)c1ccccc1	1.6
Cc1ccc(-n2c(Cc3cccs3)nnc2SCC(=O)Nc2ccc(OCc3ccccc3)cc2)cc1	7.2
C=C(C)/C=C1/C(Cc2ccccc2)N(CC2CC2)C(=N)N1C(=O)OCc1ccccc1 (stereo unspecified)	5.8
CCCCNS(=O)(=O)CC1NCc2cc(F)ccc21 (stereo unspecified)	3.7
O=C1Nc2ccccc2OC1CC(=O)N1CCCCCCC1 (stereo unspecified)	4.7
COc1ccc(-n2c(COc3ccccc3)nnc2SCc2nc3ccccc3[nH]2)cc1	-2.3
C[C@H]1CCCN1c1ccc2c(c1)O[C@@H]1CCN(C1)S2(=O)=O	-2.8
CC(=O)C1(C(=O)Nc2nccs2)CC(c2ccccc2C(F)(F)F)=NO1 (stereo unspecified)	-1.6
CC(NCc1ccco1)C(=O)N1CCCN(C)CC1 (stereo unspecified)	-0.8
Cc1ccccc1NC(=O)[C@@H]1CC(=O)O[C@@H]1c1ccccc1	-3.7
CCC(C)N(C(=O)Cn1nc(Cc2ccncc2)c2ccccc2c1=O)C(C)CC (stereo unspecified)	-0.2
N#Cc1ccc(Cn2ccc3ccc(-c4ccc5ccn(C(=O)c6ccccc6)c5c4)cc32)cc1	1.6
c1ccc2cc(Cn3ccc4ccc(-c5ccc6ccn(Cc7ccc8ccccc8c7)c6c5)cc43)ccc2c1	14.3
C=CCNC(=O)C1CCN(c2cncnc2)CC1	4.6
CC1(C)CC(=O)C=C(Nc2ccccc2NC(=O)c2cc(F)cc(F)c2)C1	5.9
COC(=O)[C@@H](C)NC(=O)C(Cc1ccc2c(c1)OCO2)NC(C)=O (stereo partly specified)	-2.9
COc1cccc(/C=C2\CC3(OC(=O)c4ccc(Cl)cc4)CCCN2C3)c1 (stereo unspecified)	1.4
CCOC(=O)[C@@]12CCC3=C1N(CCC3)C(=O)[C@H](CC(=O)NCCc1ccccc1OC)C2	1.1
Cc1ccc(CN2CCCCC(NC(=O)c3c(F)cccc3F)C2=O)cc1 (stereo unspecified)	-8.6
Cn1c(COc2ccccc2)nnc1SCC(=O)Nc1ccc(S(=O)(=O)Nc2nccs2)cc1	5.2
COC(=O)c1ccc(Cn2ccc3ccc(-c4ccc5ccn(C(=O)c6ccccc6OC)c5c4)cc32)cc1	-7.3
C[C@H]1C2CC(OC(=O)Nc3cccc(F)c3)C(C2)[C@H]2CCCCN21 (stereo partly specified)	-5.5
CCc1ccc(Cn2c(=O)n(Cc3ccc(C(=O)NCCCOC)cc3)c(=O)c3ccccc32)cc1	-0.9
Cn1c(Cc2cccs2)nnc1SCC(=O)Nc1ccc2c(c1)OCCO2	-4.3
Clc1ccc(CN2CCN(N=Cc3c4ccccc4cc4ccccc34)CC2)cc1	-4.4
COC(=O)[C@H](CC(C)C)N1Cc2nnn(Cc3ccccc3)c2-c2ccccc2S1(=O)=O	1.0
CC(C)(C)N(Cc1cn(Cc2ccccc2)nn1)S(=O)(=O)c1ccc(F)cc1Br	11.2
O=C(CSc1nc2sc3c(c2c(=O)n1-c1ccc(Cl)cc1)CCC3)Nc1ccc(C(=O)O)cc1	10.0
Nn1c(SCC(=O)Nc2nccs2)nnc1-c1cc(-c2ccc(F)cc2)n[nH]1	2.8
CC(C)CNS(=O)(=O)/C=C/c1cc2c(cc1CNC(=O)OC(C)(C)C)OCO2	9.8
COC(=O)[C@]12C[C@H](CC(=O)NCCc3ccccc3OC)C(=O)N(Cc3ccco3)C1=C[C@H](C(C)(C)C)O[C@@H]2C	22.8
CCOC(=O)[C@]12CCCC=C1N(CCCOC)C(=O)[C@@H]2CC(=O)NCc1cccs1	0.5
O=C(Nc1ccc(F)cc1)OCc1cn(Cc2cc(F)cc(F)c2)nn1	5.4
CC(C)(C)C(=O)OC12CCCN(C1)/C(=C/c1ccncc1)C2 (stereo unspecified)	-1.7
COC(=O)[C@]12C[C@H](CC(=O)N3CCN(C(=O)c4ccco4)CC3)C(=O)N(Cc3cccc4ccccc34)C1=C[C@H](C(C)(C)C)O[C@@H]2C	12.5
COc1cc(NC(=O)C2CCCN(S(=O)(=O)c3ccc(C)cc3)C2)cc(OC)c1 (stereo unspecified)	-3.8
C#CCNC(=O)C[C@H]1C[C@@]2(C(=O)OC)C(=C[C@H](C(C)(C)C)O[C@@H]2C)N(Cc2ccco2)C1=O	5.5
CC(=O)C1(C(=O)NCc2ccccc2)CC(c2ccccc2C(F)(F)F)=NO1 (stereo unspecified)	-1.7
CC(=O)c1cc(-c2ccccc2)n(CC(=O)NCc2ccccc2Cl)c1C	1.9
Cc1cc(F)ccc1C(=O)N1CCC(Oc2cccnc2)CC1	-8.1
Cn1cccc1CC(=O)NN=Cc1cccc(F)c1	2.5
Cc1ccc(-c2nc3ncccn3c2NC(=O)c2ccc(F)cc2)cc1	-19.9
O=S(=O)(CC1NCc2cc(F)ccc21)NC1CCCC1 (stereo unspecified)	19.3
CC(=O)CC[C@@H]1CC[C@]2(CCCN(S(=O)(=O)c3ccccc3)C2)O1	1.3
Cc1ccccc1CS(=O)(=O)Cc1ccc(C(=O)Nc2cccc(Cl)c2F)o1	0.8
COc1cccc(CCNS(=O)(=O)c2c(C)n[nH]c2C)c1	-8.9
